Source: PubChem BioAssay (National Center for Advancing Translational Sciences (NCATS))
Tb PYK inh: blocks Trypanosoma brucei pyruvate kinase. Q57TT1. TbPYK enzyme, Kinase-Glo Plus ATP luminescence, 45 min. Potency, µM (series often up to 76.8 µM), for the others: at the top dose activity, negative = inhibition, actives largely listed as inhibitors. 0.12% of 410,000 active; note: nearly all actives have a fitted effect of over 50% in size
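Assay buffer: 50 mM TEA pH 7.2, 100 mM KCl, 10 mM MgCl2, 0.05% BSA, 0.01% Tween-20. Pyruvate kinase from T. brucei plus substrate met compound, then ADP (130 uM final). Luminescence was read post 45 min RT.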
LmPK inh: LmPK (Leishmania mexicana) enzyme inhibition; AID 1721; Potency, µM (doses to about 57.5 µM), inactives show at the highest dose activity change, negative = inhibition, hits mostly inhibitors; 0.37% of 290,000 active; purified LmPK, Kinase-Glo ATP luminescence, 1 h
Target sequence (Q27686 whole entry, looked up): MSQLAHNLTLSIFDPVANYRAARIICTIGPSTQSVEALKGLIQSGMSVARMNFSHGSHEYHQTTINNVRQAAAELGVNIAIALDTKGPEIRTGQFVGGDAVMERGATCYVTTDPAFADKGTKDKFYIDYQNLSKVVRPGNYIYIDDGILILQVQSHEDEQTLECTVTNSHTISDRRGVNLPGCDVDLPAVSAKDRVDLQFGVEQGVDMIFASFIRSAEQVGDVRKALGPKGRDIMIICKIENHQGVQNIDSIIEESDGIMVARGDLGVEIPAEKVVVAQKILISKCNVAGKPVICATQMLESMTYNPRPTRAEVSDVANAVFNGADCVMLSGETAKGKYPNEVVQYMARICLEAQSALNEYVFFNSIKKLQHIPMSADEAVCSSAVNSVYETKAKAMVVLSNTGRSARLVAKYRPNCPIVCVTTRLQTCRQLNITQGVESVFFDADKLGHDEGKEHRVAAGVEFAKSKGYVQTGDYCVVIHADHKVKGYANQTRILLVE
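ATP generated from ADP (0.1 mM) and PEP (0.5 mM) by 0.1 nM LmPK over 1 h at room temperature (pH 7.2 imidazole buffer) was detected by coupled luciferase luminescence. Values were normalized to uninhibited and no-enzyme wells.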
HCV inh: blocks hepatitis C virus. Huh7.5.1 HCVcc-Cre infection, luciferase reporter, 44 h. 3.4% of 340,000 active. Potency, µM (highest dose often 41.8 µM), inactives show at the top dose activity change, negative = inhibition, hits mostly inhibitors
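Antiviral activity was scored by luciferase reporter output from cells infected with HCVcc-Cre (~0.5 moi) in presence of compound, 44 h infection period, cells seeded 1,000/well 4 h prior.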
Pf growth 48h: P. falciparum growth inhibition at 48 hours (one generation). P. falciparum luciferase growth in erythrocytes, 48 h. Potency, µM (doses to about 28.7 µM), for the others: at the highest dose activity change, negative = inhibition, usual class: inhibitors. 5.9% of 310,000 active
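In quantitative HTS format, infected erythrocytes bearing luciferase-reporter parasites were treated for a single generation at 37 C. Luminescence after adding detection reagent served as the growth measure.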
Sm TGR block: S. mansoni TGR enzyme inhibition; purified TGR, DTNB reduction, TNB absorbance 405 nm; 3% of 360,000 active; Q962Y6; AID 485364; Potency, µM (top dose mostly 114 µM), inactives show top-dose activity change, negative = inhibition, most hits filed as inhibitors; note: nearly all actives have a fitted effect of over 60% in size
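First, TGR (20 nM dispensed) and NADPH were mixed with compound. Second, a 15 min room-temperature incubation followed. Third, further NADPH and then DTNB were added to start the reaction. Finally, TNB absorbance was monitored kinetically.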
Pf growth 96h: P. falciparum growth inhibition at 96 hours | P. falciparum luciferase reporter growth, 96 h | Potency, µM (series often up to 28.7 µM), for inactives: top-dose activity change, negative = inhibition, hits mostly inhibitors | 6.9% of 320,000 active | AID 504834
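Cell-based qHTS: luciferase-tagged P. falciparum in erythrocytes (2% hematocrit, 0.05% parasitemia final) incubated with compounds for 96 hours, 37 C, 5% CO2; luciferase detection reagent then added and luminescence measured.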
Active calls of the source: *; u = inconclusive; x = no result given; & = joins results of further samples; [ ] = dose if it differs, or a comment. Calls come from the whole dose curve; as a rule, active = well fitted curve in the direction sought with a large enough effect; inconclusive = small, poorly fitted or top-dose-only effect, or another doubt; inactive = no such curve, though single readings can be large; an effect the other way counts as inactive or inconclusive. % is set by controls: 0 for no effect and ±100 for the full control effect; potency is the fitted concentration of half-maximal effect.

Below each SMILES – Pf growth 96h | HCV inh | Sm TGR block | Tb PYK inh | LmPK inh | Pf growth 48h
Fc1ccc(COc2ccccc2CNc2nn[nH]n2)cc1
→ -33%[1.15 µM] | 24% | 5% | 5% | 3% | 0%
COc1cc(/C=C/c2cc(C(=O)O)c3ccccc3n2)cc(OC)c1O
→ 16% | 0% | -22% | -7% | -5% | -4%
OC(c1ccccn1)C1CCN(Cc2nc(C(c3ccccc3)c3ccccc3)no2)CC1 (stereo not given)
→ 26% | 8% | -18% | 8% | -1% | u
COc1ccc(C(C)=O)cc1COc1ccc(Cl)c(C)c1
→ 23% | -28% | -23% | 3% | -2% | 51%[activator]
COc1ccc(-c2cc3nc(-c4ccccc4)cc(N4CCCC(O)C4)n3n2)cc1 (stereo not given)
→ -8% | 6.3µM* | 0% | 6% | 1% | 8.3µM*
Cn1nc(C(F)(F)F)c(C(=O)Nc2ccc(F)cc2F)c1Sc1ccc(Cl)cc1
→ 12µM* | -5% | 9% | 4% | 5% | u
CN(C)C(=O)CSc1nc2ccc(C(=O)c3ccccc3)cc2[nH]1
→ u | -9% | 0% | 8% | 4% | 19%
O=C1c2ccccc2C(=O)C1c1ccccc1F
→ 0% | -1% | -9% | 6% | 0% | 9%
CCOC(=O)c1[nH]c(C)c(C(=O)OCC(=O)NC(=O)NC(C)(C)C)c1C
→ x | u | -1% | 2% | 2% | 3%
CCCn1c2ccccc2c2cnn(CC(=O)NC3CCCCC3)c(=O)c21
→ 31%[activator] | -11% | -4% | 6% | 1% | 15%
COc1ccc(-c2ccc(CCC(=O)O)n2C(C)C)cc1
→ x | -9% | u | -10% | -1% | u
O=C(c1ccc2c(=O)n(-c3ccccc3)c(=S)[nH]c2c1)N1CCCCC1
→ -10% | u | -2% | -11% | -2% | 9%
COc1cccc(C(=O)NNC(=O)c2ccccc2-n2cccc2)c1
→ -39%[5.75 µM] | 1% | -10% | -2% | 0% | -20%
Cc1cccn2c(=O)nc(SCC(=O)N3N=C(c4cccs4)CC3c3ccc(F)cc3)nc12 (stereo not given)
→ 3.7µM* | u | -1% | -2% | x | 8.3µM*
C=CCn1c(=S)sc2c(=O)[nH]cnc21
→ 47%[activator] | 10% | 12% | 2% | 6% | 70%[activator]

Arranged by number of heavy atoms (descending): part of the list above
Below each SMILES – Pf growth 96h | HCV inh | Sm TGR block | Tb PYK inh | LmPK inh | Pf growth 48h
O=C(c1ccc2c(=O)n(-c3ccccc3)c(=S)[nH]c2c1)N1CCCCC1
→ -10% | u | -2% | -11% | -2% | 9%
CN(C)C(=O)CSc1nc2ccc(C(=O)c3ccccc3)cc2[nH]1
→ u | -9% | 0% | 8% | 4% | 19%
Fc1ccc(COc2ccccc2CNc2nn[nH]n2)cc1
→ -33%[1.15 µM] | 24% | 5% | 5% | 3% | 0%
COc1ccc(C(C)=O)cc1COc1ccc(Cl)c(C)c1
→ 23% | -28% | -23% | 3% | -2% | 51%[activator]

New compounds follow:
Below each SMILES – Pf growth 96h | HCV inh | Sm TGR block | Tb PYK inh | LmPK inh | Pf growth 48h
COCCN(Cc1nc(C2(c3ccc(C)cc3)CCCC2)no1)C(C)C
→ 13µM* | -8% | -8% | 3% | -2% | u
CC1(C2CC2)NC(=O)N(CC(=O)N2CCN(S(=O)(=O)c3ccc(F)c(F)c3)CC2)C1=O (stereo not given)
→ u | 21% | -12% | 9% | x | u
CCCCC1=CC2=CC(=O)C(C)(OC(=O)CC)C(=O)C2=CN1CCc1ccccn1 (stereo not given)
→ u | 3% | -22% | -11% | -7%[11.5 µM] | u
CC(C)CCOC(=O)c1ccc(N(C)C)cc1
→ 58%[activator] | x | x | -9% | x | 141%[activator]
CC(C)CC(=O)NC(=S)NCc1ccccc1
→ 0% | -9% | -18% | -8% | 0% | -7%
O=C1CS/C(=N\N=C\c2ccccc2Cl)N1CC1CC1
→ 100%[activator] | -11% | 2% | 1% | -11% | 2%
COc1cc(C(=O)N/N=C/c2ccc(OC(=O)N3CCOCC3)cc2)cc(OC)c1OC
→ 8% | u | -5% | 0% | 1% | 22%
Cc1cccc(C)c1-n1c(SCC(=O)N2CC(=O)Nc3ccccc32)nc2ccccc2c1=O
→ -101% | u | 8% | -13% | -1% | 13µM*
CCCOc1ccc(CNC(=O)Cc2cccs2)cc1
→ u | -5% | 11% | 1% | 2% | 71%[activator]
CCOc1ccccc1/C=C/c1onc(C)c1S(=O)(=O)N1CCC(C(=O)NC)CC1
→ -24% | -24% | 3% | -3% | -2% | u
C=C[C@@H]1CN2CC[C@H]1C[C@H]2[C@H](O)c1ccnc2ccccc12
→ 0.054µM* | x | x | -9% | x | 0.13µM*
COCCNC(=O)CSc1ncnc2sccc12
→ 84%[activator] | 3% | 0% | -3% | -1% | -6%
Cn1c(CCNC(=O)C2CCCCC2)nc2cc(NC(=O)c3cccs3)ccc21
→ 7% | -11% | 2% | -5% | 1% | u
COc1ccc(N(CCC(=O)NCCc2ccccc2)S(=O)(=O)c2ccc(C)cc2C)cc1
→ 28% | u | 0% | 3% | x | -4%
Cc1nc(C)c(C(=O)C2=C(O)C(=O)N(CCN3CCOCC3)C2c2ccco2)s1 (stereo not given)
→ x | 5% | 28µM* | u | 4% | 6%

Below each SMILES – Pf growth 96h | HCV inh | Sm TGR block | Tb PYK inh | LmPK inh | Pf growth 48h
CCCCn1c(SCC(=O)N2CC(C)CC(C)C2)nc2cc(S(N)(=O)=O)ccc21 (stereo not given)
→ -19% | 4% | 0% | -6% | 7% | u
CSc1nc(N(C)NC(=O)c2ccc(F)cc2)c2ccccc2n1
→ 2.3µM* | u | 12% | 2% | 5% | 2.1µM*
CCOC(=O)c1c(C)[nH]c(C(=O)OCC(=O)N2CCc3ccccc32)c1C
→ 1% | -17% | -8% | -7% | -1% | 23%
Cc1ccccc1N(C(=O)CNC(=O)c1ccco1)C(C(=O)NC1CCCC1)c1ccncc1 (stereo not given)
→ 22% | -5% | -8% | 0% | 5% | u
C=C1C(=O)C=C2CN(C(=O)c3ccccc3)[C@@](Cc3ccc(F)cc3)(C(=O)OC)[C@@H]12
→ u | u | 10µM* | u | -2% | u
O=C1c2ccccc2S(=O)(=O)N1CCOc1ccc(F)cc1
→ 81%[activator] | 5% | 8% | 2% | -3% | 34%[activator]
C#Cc1ccc([C@@H]2C=C(C(=O)NCc3ccccc3)O[C@H](OCC)[C@H]2CCCO)cc1
→ u | u | -4% | 1% | 2% | -27%
CC(=O)Nc1ccc(S(=O)(=O)N2CCN(Cc3ccccc3[N+](=O)[O-])CC2)cc1
→ 32%[activator] | u | -4% | 0% | 0% | u
COc1ccc(C)cc1NC(=O)c1cccc(-c2ccc(OC(C)=O)cc2)c1
→ -23% | u | 6% | 6% | 8% | -21%
Cc1nn(C)c(C)c1NC(=O)C12CC3CC(CC(C3)C1)C2
→ -3% | 7% | -4% | 2% | 2% | 18%
COc1ccc(C(CC(=O)Nc2cc(C)ccn2)N2Cc3ccccc3C2=O)cc1 (stereo not given)
→ 4% | -12% | 0% | 0% | 1% | -23%
COc1ccc(CNC(=O)c2sccc2C)cc1
→ 10% | 0% | 1% | -1% | -1% | 9%
COc1ccc2c(c1)O[C@@H](c1ccc3c(c1)OCO3)[C@H](OC(=O)Nc1cc(OC)c(OC)c(OC)c1)C2=O
→ u | -23%[8.37 µM] | -1% | x | 1% | 13µM*
CCOC(=O)N1CCC(NC(=O)C2CCN(S(=O)(=O)c3c(C)noc3C)CC2)CC1
→ -16% | 5% | -20% | 3% | 1% | -3%
CC(=O)Nc1nonc1NC(C)=O
→ 25% | 4% | -1% | 2% | 2% | 4%

Below each SMILES – Pf growth 96h | HCV inh | Sm TGR block | Tb PYK inh | LmPK inh | Pf growth 48h
O=C(Nc1cccc2ccccc12)C1CCN(C(=O)Cc2ccccc2)CC1
→ u | u | -6% | -6% | 7% | -20%
CCNc1nc(NC(C)(C)C)nc(SCC(N)=O)n1
→ u | -8% | -2% | 1% | -1% | -11%
CCN(C(=O)CSC1=Nc2ccccc2C2CC=NN12)C1CCS(=O)(=O)C1 (stereo not given)
→ u | -2% | -24% | 2% | -2% | -11%
COc1ccc(CCNC(=O)C/C(C)=N/NC(=O)C2CCCCC2)cc1OC
→ 8.3µM* | 4% | -12% | -3% | 1% | -4%
COc1coc(C(O)C[N+](=O)[O-])cc1=O (stereo not given)
→ -14% | 20% | 50µM* | u | -2% | 9%
CC1CCN(C(=O)c2nc[nH]c2C(=O)N2CCc3ccccc3C2)CC1
→ 53%[activator] | 10% | -6% | -7% | x | 37%[activator]
O=C(/C=C/c1ccc(F)cc1)NC(=S)N1CCN(c2ccccn2)CC1
→ u | 8% | 5% | 4% | 1% | 39%[activator]
CCNc1cc(N2CCOCC2)nc(SC)n1
→ 64%[activator] | u | 9% | -12% | 1% | 34%[activator]
C=CCOc1cccc(C2C(C(=O)c3ccco3)=C(O)C(=O)N2Cc2ccco2)c1 (stereo not given)
→ 11% | 18% | 32µM* | -3% | -5% | 5%
O=C(CSc1nnnn1-c1cccc(C(=O)O)c1)NC(c1ccccc1)c1ccccc1
→ 8%[5.75 µM] | 13% | 0% | u | 4% | 18%
CCOc1ccc(S(=O)(=O)N2CCCC(C(=O)NCc3ccccn3)C2)cc1Cl (stereo not given)
→ 4% | -7% | -12% | 6% | x | -27%
O=S(=O)(c1ccc(F)cc1)c1nc(-c2ccc(F)cc2)oc1NCCN1CCOCC1
→ x | 2% | -35% | 1% | -3% | u
Cc1ccc(OCC(=O)Nc2ccc3c(c2)nc2n3CCOC2)cc1
→ -30% | -16% | -29% | 7% | 1% | u
Cn1c(N)c(C(=O)CSc2nnc(C3CC3)n2Cc2ccccc2)c(=O)[nH]c1=O
→ u | 7% | u | -22% | x | u
Clc1ccc2c(NCc3ccccn3)ccnc2c1
→ 0.47µM* | u | 8% | 4% | 0% | 0.66µM*

Below each SMILES – Pf growth 96h | HCV inh | Sm TGR block | Tb PYK inh | LmPK inh | Pf growth 48h
Cc1nnc(SCC(=O)NNC(=O)c2ccccc2)n1N
→ 21% | 17% | -2% | 1% | x | 3%
CCC(=O)Nc1cccc(NC(=O)CSc2nnnn2Cc2ccccc2)c1
→ 2.1µM* | -4% | 11% | 1% | -4% | 27%
COc1ccc(CNC(=O)CCN2C(=S)NC(C)(C)CC2C)cc1 (stereo not given)
→ 2% | 9% | 9% | 0% | -6% | -4%
CC(CCc1ccccc1)N1CCN(Cc2ccccc2)CC1 (stereo not given)
→ 12µM* | 3% | 2% | 26% | -2% | 26%
O=C(c1ccc(COc2ccc(F)cc2)o1)n1cccn1
→ 0% | 19% | 0% | 6% | -3% | 51%[activator]
NC(=O)C1CCN(CC(=O)Nc2ccccc2Sc2ccccc2)CC1
→ -19% | 5% | 0% | -5% | 1% | -20%
O=C(NCCO)c1cccc(S(=O)(=O)N2CCCCC2)c1
→ -15% | 11% | 10% | 5% | 2% | 3%
COc1ccc(OC)c(S(=O)(=O)Nc2ccc(O)c3ccccc23)c1
→ x | u | 10µM* | u | -1% | 1.2µM*
CCCn1nc(NC(=O)c2cccs2)c2cc3cc(C)ccc3nc21
→ -6% | 22µM* | -10% | -7% | 3% | u
COc1ccc(OC)c(NC(=O)/C=C/c2ccccc2[N+](=O)[O-])c1
→ 35% | -23% | 4% | -19% | 0% | -7%
O=C(CCN1CCOCC1)NCC(=O)Nc1ccc(Br)cc1C(=O)c1ccccc1
→ 13µM* | 0%&10% | -8% | -4% | -2% | 11%
Cc1ccccc1Cn1nc(C)c(NC(=O)C(F)(F)F)c1C
→ 7% | 12% | 2% | 1% | -1% | 1%
CC(C)(C)NC(=O)CN(CCN1CCOCC1)C(=O)CNS(=O)(=O)c1ccc(Cl)cc1
→ -17% | 14% | 8% | 2% | 0% | 37%
O=C(NC1CC1)c1ccc2c(c1)ncn2C1CCCC1
→ 54%[activator] | 3% | 3% | -3% | 2% | 56%[activator]
CCOC(=O)C1=NNC2(c3ccc(C)cc3)C(=O)N(c3ccc(Cl)cc3)C(=O)C12 (stereo not given)
→ -24% | 1% | -10% | -1% | -2% | 5%
